# M1 PAM parental: nonselective calcium activators in parental CHO-K1 cells, primary screen, counter-screen for M1 PAM project, cell-based, Fluo-8 calcium fluorescence, full deck, 1536-well. ATP EC20; 0% at ATP EC20, 100% at ATP max. activation, % at 3 µM. 360,000 tested, 0.02% active;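 active means activation above the run cutoff, the mean activation of all test compounds plus 3 SD, cut at about 40% in these data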;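 further: peak over basal fluorescence ratio in a 140 s read after ATP addition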
# M5 antag: human M5 muscarinic receptor antagonists, primary screen, CHO cells, Fluo-8 calcium fluorescence; CHO-hM5 cells, ACh EC80; inhibition, % at 3 µM; Muscarinic acetylcholine receptor M5 (Homo sapiens), P08912; AID 624040, 2012; 360,000 tested, 0.59% active;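 active means inhibition above a per-plate cutoff, the mean of that plate's test compounds plus 3 SD, cut at about 27% in these data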;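 further: 0% = acetylcholine EC80 with DMSO and 100% = DMSO without agonist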
# CRFR2-BP antag: antagonists of CRF-BP/CRF-R2 complex, primary screen, cell-based, HEK293, calcium dye fluorescence, uHTS; CRF-induced calcium fluorescence; inhibition, % at 11.8 µM; 350,000 tested, 0.59% active; AID 588475, 2011;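 active means inhibition of the ligand-induced calcium signal above about 50% at the single tested concentration, limit read from the data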
# M5 ag: human M5 muscarinic receptor agonists, primary screen, CHO-K1 cells, Fluo-8 calcium fluorescence; Muscarinic acetylcholine receptor M5 (Homo sapiens), P08912; CHO-K1 hM5 cells; 0% DMSO wells, 100% maximal acetylcholine response; AID 624037, 2012; activation, % at 3 µM; 360,000 tested, 0.19% active;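 active means activation above the run's mean over test compounds plus 3 SD, cut at about 23% in these data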;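 further: signal is peak over basal fluorescence ratio across the kinetic read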
# CRFR2-BP ag: agonists of CRF-BP/CRF-R2 complex, primary screen, cell-based, HEK293, calcium dye fluorescence, uHTS. CRF-binding protein / CRF receptor 2 complex (human). calcium dye fluorescence (FLIPR); percent of saturating CRF peptide response. activation, % at 13.2 µM. 350,000 tested, 0.46% active;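 active means activation of at least 50%, plus an integration ratio under a set limit after plate pattern correction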;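 further: plate controls were neutral control wells without compound for no effect and CRF at EC100 for full effect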
# TAAR1 antag: human TAAR1 antagonists, primary screen, Fluo-8 calcium fluorescence, CHO RD-HGA16 cells. antagonist. inhibition, % at 3 µM. 360,000 tested, 1.5% active. AID 624466, 2012;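 active means inhibition above a per-plate cutoff, the mean inhibition of test compounds on that plate plus 3 SD, cut at about 49% in these data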;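 further: 0% = DMSO plus EC80 beta-PEA response and 100% = DMSO alone without agonist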
# Target sequence (Q96RJ0 whole entry, looked up): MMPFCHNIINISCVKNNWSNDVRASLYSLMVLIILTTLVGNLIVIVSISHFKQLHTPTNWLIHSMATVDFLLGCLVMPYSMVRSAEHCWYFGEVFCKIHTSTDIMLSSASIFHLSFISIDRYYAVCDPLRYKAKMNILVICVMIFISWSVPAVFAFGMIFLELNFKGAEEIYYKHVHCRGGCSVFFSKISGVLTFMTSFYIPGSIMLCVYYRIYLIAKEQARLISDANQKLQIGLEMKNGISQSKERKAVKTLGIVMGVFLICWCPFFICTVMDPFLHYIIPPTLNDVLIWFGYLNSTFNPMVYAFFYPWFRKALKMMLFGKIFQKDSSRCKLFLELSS
#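 Test system – hTAAR1-expressing CHO RD-HGA16 cells, Gα16-coupled · Also added – β-PEA at EC80 concentration, post-compound challenge · Compound – 3 µM, single point · Incubation – dye loading 75 min at 37 °C, then 30 min room temperature · Measured by – Fluo-8 intracellular calcium dye fluorescence, real-time kinetic reads · Benchmarks – vehicle and agonist controls · Replicates – singlicate, one well per test compound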
# M5 PAM: human M5 muscarinic receptor positive allosteric modulators, primary screen, CHO-K1 cells, Fluo-8 calcium fluorescence; Muscarinic acetylcholine receptor M5 (Homo sapiens), P08912; 360,000 tested, 0.3% active; CHO-K1 hM5, ACh EC20 PAM; 0% = ACh EC20, 100% = ACh EC100; activation, % at 3 µM; AID 624038, 2012;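 active means activation above the run cutoff, the mean activation of all test compounds plus 3 SD, cut at about 18% in these data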
#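 system = human M5 receptor in CHO-K1 cells | reagent = EC20 acetylcholine as agonist stimulus | compound dosing = single-point, 3 µM nominal | incubation = Fluo-8 loading 80 min at 37 °C plus 30 min room temperature | detection = Fluo-8 calcium dye fluorescence, kinetic read | benchmarks = low control EC20 acetylcholine (0%), high control EC100 acetylcholine (100%)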
# CHRM4 PAM: human M4 muscarinic receptor positive allosteric modulators, primary screen, CHO-K1 cells, Fluo-8 calcium fluorescence; Muscarinic acetylcholine receptor M4 (Homo sapiens), P08173; CHO-K1 hM4/Gqi5, ACh EC20; 0% = ACh EC20, 100% = maximal ACh; activation, % at 3 µM; 360,000 tested, 0.4% active; AID 624126, 2012;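 active means activation above its plate's cutoff, the mean activation of sample wells plus 3 SD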; further: some results filed as inactive read as strong as hits
# Target sequence (P08173 whole entry, looked up): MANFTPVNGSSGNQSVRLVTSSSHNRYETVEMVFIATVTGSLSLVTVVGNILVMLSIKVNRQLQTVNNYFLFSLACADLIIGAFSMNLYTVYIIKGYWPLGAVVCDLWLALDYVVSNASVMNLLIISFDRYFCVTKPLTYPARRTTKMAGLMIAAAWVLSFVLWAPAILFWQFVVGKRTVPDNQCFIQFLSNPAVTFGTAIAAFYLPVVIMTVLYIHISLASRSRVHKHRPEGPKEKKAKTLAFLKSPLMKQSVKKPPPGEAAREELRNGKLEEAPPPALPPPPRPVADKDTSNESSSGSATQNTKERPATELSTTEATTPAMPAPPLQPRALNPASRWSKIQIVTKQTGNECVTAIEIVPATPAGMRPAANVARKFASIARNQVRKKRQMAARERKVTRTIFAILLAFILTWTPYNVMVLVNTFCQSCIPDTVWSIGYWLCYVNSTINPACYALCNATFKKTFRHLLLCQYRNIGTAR
# TAAR1 ag: human TAAR1 agonists, primary screen, Fluo-8 calcium fluorescence, CHO RD-HGA16 cells. Trace amine-associated receptor 1 (Homo sapiens), Q96RJ0. vehicle wells 0%, saturating PEA agonist 100%. activation, % at 3 µM. 360,000 tested, 0.99% active. AID 624467, 2012;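 active means activation above the mean activation of all test compounds in the run plus 3 SD, cut at about 38% in these data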
#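 Test system: RD-HGA16 (CHO) cells co-expressing Gα16 and hTAAR1 / Benchmarks: DMSO vehicle as 0%, PEA at EC100 as 100% / Repeats: no replicates (n 1) / Measure: % activation from peak over basal fluorescence ratio, DMSO-to-PEA scaled / Timing: 17-24 h plating, Fluo-8 75 min 37 °C, 30 min RT / Technique: kinetic Fluo-8 calcium fluorescence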
# Starred values were filed as active, the others as inactive; . = not tested or not shown.
entry	Molecule	M1 PAM parental	M5 antag	CRFR2-BP antag	M5 ag	CRFR2-BP ag
1	COc1ccc(S(=O)(=O)N(CC(=O)NCc2cccnc2)c2ccc(C)cc2)cc1OC	-6	1	14	1	-1.2
2	O=C(/C=C/c1ccccc1)Nc1cccc(C(=O)NCCCc2ccccc2)c1	-4	1	-6	2	-0.3
3	CC1CN(Cc2nnc(-c3ccccc3)o2)CC(C)O1 (centres undefined)	-3	-1	-15	0	6.2
4	CC(NCc1ccccc1)c1ccccc1O (centres undefined)	11	12	0	-5	-0.7
5	CCOC(=O)COc1cccc(C2NC(=O)c3ccccc3O2)c1 (centres undefined)	4	-2	0	1	0.6
6	COc1ccc(N2CC(O)(c3ccc(F)cc3)[N+]3=C2CCCC3)cc1 (centres undefined)	-11	16	-5	-17	-1.5
7	Cc1ccc(CNC(=O)CCc2ccccc2)cc1	0	13	27	-2	-1.7
8	CCN(CC)S(=O)(=O)c1ccc(C)c(NC(=O)COc2ccc(Cl)cc2Br)c1	16	3	4	-1	1.8
9	COc1ccc(NC(=O)Nc2cccs2)cc1OC	-11	0	11	4	0.0
10	COc1ccc(-c2noc(N3CCCC(C(=O)Nc4ccc(C(C)=O)cc4)C3)n2)cc1 (centres undefined)	-7	15	-18	-2	-0.2
11	N#C/C(=C\c1c(F)cccc1Cl)S(=O)(=O)c1ccccn1	9	-4	5	2	-0.2
12	CC1Cc2ccccc2N1S(=O)(=O)c1cccc(C(=O)N2CC(=O)Nc3ccccc32)c1 (centres undefined)	-4	2	4	3	-4.9

entry	TAAR1 antag	M5 PAM	CHRM4 PAM	TAAR1 ag
1	-5	-4	2	9
2	77*	-11	-4	12
3	-15	7	-4	3
4	-11	-4	-15	8
5	6	-3	3	1
6	-11	-24	-14	1
7	-18	-7	-8	0
8	-9	0	3	-1
9	-4	-4	0	5
10	-40	-7	1	10
11	-9	14	17	8
12	-11	5	9	0

# Next part; the last four above are carried over.
entry	Molecule	M1 PAM parental	M5 antag	CRFR2-BP antag	M5 ag	CRFR2-BP ag
9	COc1ccc(NC(=O)Nc2cccs2)cc1OC	-11	0	11	4	0.0
10	COc1ccc(-c2noc(N3CCCC(C(=O)Nc4ccc(C(C)=O)cc4)C3)n2)cc1 (centres undefined)	-7	15	-18	-2	-0.2
11	N#C/C(=C\c1c(F)cccc1Cl)S(=O)(=O)c1ccccn1	9	-4	5	2	-0.2
12	CC1Cc2ccccc2N1S(=O)(=O)c1cccc(C(=O)N2CC(=O)Nc3ccccc32)c1 (centres undefined)	-4	2	4	3	-4.9
13	C=CCOC(=O)C1=C(C)Nc2nnnn2C1c1cc(OC)ccc1OC (centres undefined)	-5	1	18	-2	-2.6
14	CC(C)CN(C(=O)CSc1nncn1C)C1CCS(=O)(=O)C1 (centres undefined)	12	-2	-4	1	5.9
15	CCCCN(C=O)c1c(CC)nc2ccc(C(=O)N3CCN(C(C)=O)CC3)cn12	27	2	.	0	.
16	CCn1cc(C(=O)N[C@H](C(=O)NCCCO)C(C)C)c(=O)c2cc3c(cc21)OCO3	4	1	5	-3	-0.7
17	CCOc1cc(C(=O)OCC(=O)c2c[nH]c3ccccc23)ccc1OCC(=O)N1CCOCC1	19	-11	6	1	-1.4
18	COc1cccc(OCCCCCN2CCOCC2)c1	16	2	-7	-7	0.1
19	CCc1cn([C@H]2C[C@H](O)[C@@H](CO)O2)c(=O)[nH]c1=O	-10	-4	4	0	0.6
20	CCOC(=O)C1(C)NC(c2ccc(OC)c(OC)c2)C2C(=O)N(c3cccc(C(C)=O)c3)C(=O)C21 (centres undefined)	9	-4	-40	1	1.2
21	c1cnc(N2CC[N+]3(CCCC3)CC2)nc1	13	9	1	-13	-1.2
22	COc1ccc(C(=O)NNC2=NCCCCC2)cc1	-12	11	8	-4	-1.3
23	CC(C)(C)NC(=O)CN(C(=O)C1(C)CC(=O)N=C2C=CC=CN21)C1CCCC1 (centres undefined)	20	-4	-2	-1	7.4
24	O=C(Nc1ccccc1C(=O)NCCCn1ccnc1)c1ccccc1	8	4	-18	3	0.9

entry	TAAR1 antag	M5 PAM	CHRM4 PAM	TAAR1 ag
9	-4	-4	0	5
10	-40	-7	1	10
11	-9	14	17	8
12	-11	5	9	0
13	11	-2	0	-3
14	5	12	18	1
15	3	-1	10	1
16	-9	-5	4	0
17	3	11	-7	5
18	10	-7	-8	2
19	-22	1	6	3
20	-41	-3	3	2
21	0	-23	-14	7
22	16	2	-4	1
23	0	4	22	12
24	.	1	-1	.

# Continuation:
entry	Molecule	M1 PAM parental	M5 antag	CRFR2-BP antag	M5 ag	CRFR2-BP ag
25	Cc1nc2ccccc2c(=O)n1/N=C/c1c(O)ccc2oc3c(c12)CCCC3	5	5	-25	-2	-0.5
26	c1ccc(-n2ncc3c2ncn2nc(CSc4nc5ccccc5s4)nc32)cc1	11	5	26	-4	-1.5
27	Clc1ccc2[nH]c3c(NCCCN4CCOCC4)ncnc3c2c1	-6	8	2	-3	0.5
28	Clc1cccc(N/N=C/c2ccc(N3CCOCC3)cc2)c1	-5	7	9	1	-1.3
29	CC1CCCC(C)N1C(=O)CN1c2cccc3cccc(c23)S1(=O)=O (centres undefined)	18	8	-19	0	1.6
30	O=C(CSc1nccc(=O)[nH]1)Nc1cccc(S(=O)(=O)N2CCOCC2)c1	22	12	0	-1	-3.7
31	CCOC(=O)CCNC(=O)Nc1ccc2nc(C)n(Cc3cccc(Cl)c3)c(=O)c2c1	16	11	7	3	1.3
32	CC1(C(=O)Nc2cccc(C(F)(F)F)c2)Cc2c(-c3ccccc3)ccnc2O1 (centres undefined)	26	-3	.	0	.
33	Cc1[nH]nc2c1C(c1ccc(F)cc1)C1=C(CC(C)(C)CC1=O)N2 (centres undefined)	-4	5	-3	-2	1.4
34	CC(C(=O)N1CCc2ccccc21)N(C)CC(=O)Nc1ccccc1Cl (centres undefined)	2	6	6	-2	-1.2
35	Cc1ccc2nc(N(CCCN(C)C)C(=O)c3ccc(S(=O)(=O)N4CCCCCC4)cc3)sc2c1	-3	2	-40	-2	18
36	COc1ccc(Nc2nc(N)c([N+](=O)[O-])c(NCc3ccccc3)n2)cc1	18	1	-17	1	-0.2

entry	TAAR1 antag	M5 PAM	CHRM4 PAM	TAAR1 ag
25	2	1	5	2
26	10	-5	7	11
27	18	-6	1	0
28	15	-6	6	3
29	-5	1	10	10
30	-43	-6	8	0
31	-18	-3	1	5
32	-5	1	6	1
33	-17	-8	8	8
34	-4	-8	-2	0
35	15	-15	-13	50*
36	-10	6	16	5

# Entries by screen from the list:
# Nos. 28 to 36 in M5 ag, in turn: 1, 0, -1, 3, 0, -2, -2, -2, 1
# Nos. 28 to 36 in TAAR1 antag, in turn: 15, -5, -43, -18, -5, -17, -4, 15, -10
# Nos. 28 to 36 in M5 PAM, in turn: -6, 1, -6, -3, 1, -8, -8, -15, 6

# (listing goes on)
entry	Molecule	M1 PAM parental	M5 antag	CRFR2-BP antag	M5 ag	CRFR2-BP ag
37	Cc1nc(C)c(C(=O)N/N=C/c2c[nH]c3ccccc23)s1	-14	8	19	-11	0.5
38	O=C(O)c1ccc(NC(=S)NC(=O)c2cccc(COc3ccccc3)c2)cc1	19	12	19	2	-1.3
39	Cc1nc2nc[nH]n2c(=O)c1NS(=O)(=O)c1ccc(C(C)(C)C)cc1	14	5	-9	3	1.5
40	Cc1c(/C=N\NC(=O)c2csc3ccccc23)cnn1C	13	-1	14	0	-2.1
41	CCCn1c(=NC(=O)c2ccco2)c(C(=O)OCC)cc2c(=O)n3ccccc3nc21	15	-7	22	-1	1.5
42	COc1ccc(C(=O)OC(C)C(=O)NC2CCCc3ccccc32)cc1OC (centres undefined)	16	11	6	0	0.4
43	COCCCNCCOCCSc1ccc(Cl)cc1	-5	-7	3	-7	-1.9
44	Cn1cccc2[nH]c(=O)nc1-2	0	-5	-6	0	1.3
45	CC(C)(C)CC(=O)NC(=S)NCCc1ccccc1	11	-7	4	-3	2.2
46	CCOC(=O)c1c(NC(=O)COC(=O)Cc2c[nH]c3ccccc23)sc(C(=O)N(C)C)c1C	-4	3	-9	5	-0.4
47	CCCNC(=O)c1ccccc1NC(=O)c1cccc(-n2cnnn2)c1	-7	11	-3	2	-1.0
48	NC(=O)C1CCCN(C(=O)CN2C(=O)NC(c3ccccc3)(c3ccccc3)C2=O)C1 (centres undefined)	-11	-1	2	-1	0.8

entry	TAAR1 antag	M5 PAM	CHRM4 PAM	TAAR1 ag
37	.	7	7	.
38	26	-5	-2	6
39	10	1	-4	14
40	8	-2	12	2
41	-14	0	10	12
42	23	3	13	2
43	-7	0	-7	2
44	1	4	10	-1
45	-2	-1	-1	16
46	14	4	3	4
47	23	1	10	12
48	-3	2	5	4

# The listing continues.
entry	Molecule	M1 PAM parental	M5 antag	CRFR2-BP antag	M5 ag	CRFR2-BP ag
49	OCCN(CCO)CC(O)CN(c1ccccc1)c1ccccc1 (centres undefined)	14	-6	-3	-10	1.1
50	COc1c(Br)cc2c(C)c(C(=O)N3CCOCC3)oc2c1Br	.	.	-1	.	-1.1
51	CCOC(=O)CNc1nc(OCC#N)nc(N2CCOCC2)n1	-1	9	32	-5	11
52	CCCC(C)NC(=O)c1cc(Cl)ccc1OC (centres undefined)	16	0	-6	-7	-2.5
53	Cc1cc(O)c(C=O)c2c1C(=O)Oc1c(CO)c(O)c3c(c1O2)C(O)OC3=O (centres undefined)	14	6	7	5	-1.1

entry	TAAR1 antag	M5 PAM	CHRM4 PAM	TAAR1 ag
49	-2	9	1	7
50	-2	.	.	4
51	-12	4	-5	7
52	-1	1	2	2
53	.	5	17	.

# Shown as a hit in TAAR1 ag, among the entries above:
entry	Molecule	M5 antag	CRFR2-BP antag	M5 ag	CRFR2-BP ag	TAAR1 antag	M5 PAM	CHRM4 PAM	TAAR1 ag
35	Cc1ccc2nc(N(CCCN(C)C)C(=O)c3ccc(S(=O)(=O)N4CCCCCC4)cc3)sc2c1	2	-40	-2	18	15	-15	-13	50*

# Bioassay records deposited in PubChem by several laboratories.
